ZTA counter: blocks Epstein-Barr virus ZTA, an EBNA-1 counter-screen; AID 2234; 0.15% of 320,000 active; ZTA-DNA binding, fluorescence polarization; inhibition, % at 11 µM; in the data active means inhibition above about 33%
PAFAH1B3 FP inh: PAFAH1B3 enzyme inhibitors, primary screen, biochemical, fluorescence polarization, human; 0.28% of 340,000 active; Platelet-activating factor acetylhydrolase IB subunit alpha1 (Homo sapiens), Q15102; AID 492972, 2010; inhibition, % at 3.39 µM; recombinant PAFAH1B3, FP-rhodamine probe;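 active means inhibition above the screen-wide average of all tested compounds plus 3 SD, cut at about 25% in these data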;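 further: 0% = enzyme with DMSO only and 100% = wells lacking PAFAH1B3 protein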
Target sequence (Q15102 whole entry, looked up): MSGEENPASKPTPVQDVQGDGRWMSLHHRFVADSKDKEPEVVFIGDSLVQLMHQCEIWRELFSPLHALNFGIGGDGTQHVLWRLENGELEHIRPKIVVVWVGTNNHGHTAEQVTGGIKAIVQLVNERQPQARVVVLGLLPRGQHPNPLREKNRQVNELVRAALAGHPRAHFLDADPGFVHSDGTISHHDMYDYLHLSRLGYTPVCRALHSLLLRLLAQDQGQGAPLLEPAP
PREPL inhibitor: PREPL enzyme inhibitors, primary screen, biochemical, fluorescence polarization; Prolyl endopeptidase-like (Homo sapiens), Q4J6C6; recombinant PREPL, fluorescence polarization activity-based probe; inhibition, % at 5.96 µM; 0.68% of 320,000 active; in the data active means inhibition above about 43%;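 further: 0% = enzyme with DMSO and 100% = wells lacking enzyme; many of its hits are not listed in these tables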
PAFAH2 inh: PAFAH2 enzyme inhibitors, primary screen, biochemical, fluorescence polarization, human | Platelet-activating factor acetylhydrolase 2, cytoplasmic (Homo sapiens), Q99487 | recombinant PAFAH2, FP-rhodamine activity probe | inhibition, % at 3.39 µM | 0.99% of 340,000 active | AID 492956, 2010;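 active means inhibition above the mean over all tested compounds plus 3 SD, cut at about 30% in these data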;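 further: inhibitors block probe labeling of enzyme so polarization drops; 0% = enzyme with DMSO and 100% = wells lacking PAFAH2 protein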
PAFAH1B2 FP inh: PAFAH1B2 enzyme inhibitors, primary screen, biochemical, fluorescence polarization, human | recombinant PAFAH1B2, FP-rhodamine activity probe | inhibition, % at 3.39 µM | 1.2% of 340,000 active | Platelet-activating factor acetylhydrolase IB subunit alpha2 (Homo sapiens), P68402;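 active means inhibition above the mean of all tested compounds plus 3 SD, cut at about 24% in these data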;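 further: 0% = enzyme with DMSO and 100% = wells lacking PAFAH1B2; many of its hits are not listed in these tables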
Target sequence (P68402 whole entry, looked up): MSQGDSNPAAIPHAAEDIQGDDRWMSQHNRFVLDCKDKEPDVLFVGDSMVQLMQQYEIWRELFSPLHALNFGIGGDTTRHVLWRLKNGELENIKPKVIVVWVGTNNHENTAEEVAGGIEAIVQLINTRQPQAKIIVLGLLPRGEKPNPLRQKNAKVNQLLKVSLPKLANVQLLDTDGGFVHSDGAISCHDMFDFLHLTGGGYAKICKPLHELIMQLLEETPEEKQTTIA
pPAFAH inh: pPAFAH enzyme inhibitors, primary screen, biochemical, fluorescence polarization, human; recombinant pPAFAH, FP-rhodamine probe fluorescence polarization; AID 463082, 2010; 1.5% of 330,000 active; inhibition, % at 3.39 µM;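 active means inhibition above the mean inhibition across the screen plus 3 SD, cut at about 25% in these data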;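 further: inhibitors block binding of the rhodamine activity-based probe so polarization drops; 0% = enzyme with DMSO and 100% = wells lacking pPAFAH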
Target sequence (Q13093 whole entry, looked up): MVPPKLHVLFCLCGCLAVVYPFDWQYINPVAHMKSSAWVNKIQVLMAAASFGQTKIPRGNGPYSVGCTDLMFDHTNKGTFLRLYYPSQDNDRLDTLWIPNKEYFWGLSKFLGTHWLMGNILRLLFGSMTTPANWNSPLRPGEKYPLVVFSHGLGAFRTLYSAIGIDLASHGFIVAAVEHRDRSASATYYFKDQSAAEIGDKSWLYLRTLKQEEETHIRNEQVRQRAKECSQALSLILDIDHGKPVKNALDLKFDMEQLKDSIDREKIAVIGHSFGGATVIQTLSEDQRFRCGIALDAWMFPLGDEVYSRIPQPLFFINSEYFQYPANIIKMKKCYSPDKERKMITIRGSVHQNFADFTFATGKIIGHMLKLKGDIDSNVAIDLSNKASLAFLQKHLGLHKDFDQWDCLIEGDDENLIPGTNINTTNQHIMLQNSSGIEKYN
LYPLA2 inh: LYPLA2 inhibitors, primary screen, counter-screen for PME1 inhibitor project, biochemical, fluorescence polarization, FP-Rh probe ABPP | Acyl-protein thioesterase 2 (Homo sapiens), O95372 | recombinant LYPLA2 | inhibition, % at 5.9 µM | 0.38% of 320,000 active;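 active means inhibition above the screen-wide mean plus 3 SD, limit set per campaign, cut at about 26% in these data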;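 further: 0% = LYPLA2 with DMSO and 100% = wells lacking LYPLA2 enzyme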
EBNA-1 inhibitor: EBNA-1 DNA-binding inhibitors, primary screen, biochemical, fluorescence polarization | 0.34% of 300,000 active | inhibition, % at 14.8 µM; in the data active means inhibition above about 28%
LYPLA1 counter: LYPLA1 inhibitors, primary screen, counter-screen for PME1 inhibitor project, biochemical, fluorescence polarization, FP-Rh probe ABPP; recombinant LYPLA1; Acyl-protein thioesterase 1 (Homo sapiens), O75608; AID 2174, 2009; inhibition, % at 5.9 µM; 0.16% of 320,000 active;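 active means inhibition above the mean of all tested compounds plus 3 SD, set per campaign, cut at about 14% in these data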;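 further: inhibitors block serine hydrolase probe labeling of LYPLA1 so polarization falls; 0% = enzyme with DMSO and 100% = wells lacking LYPLA1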
Numbers without * were called inactive; x = not tested or not shown. Not all compounds are listed, so the mix of outcomes need not match the whole.

SMILES | ZTA counter | PAFAH1B3 FP inh | PREPL inhibitor | PAFAH2 inh | PAFAH1B2 FP inh | pPAFAH inh | LYPLA2 inh | EBNA-1 inhibitor | LYPLA1 counter
CC(=NC1CCN(Cc2ccccc2)CC1)c1c(O)[nH]c(=O)[nH]c1=O | 4 | 8 | 0 | 6 | 4 | 5 | -2 | 18 | -1
COc1cc2oc3ccccc3c2cc1N(CC(=O)N1CCCCC1)S(=O)(=O)c1ccc(C)cc1 | -3 | -5 | -10 | -3 | 0 | 9 | 0 | -11 | -4
CCCCN1CCNC1=S | -1 | 2 | 16 | 4 | 5 | 2 | -7 | 3 | -5
CN(CC1CCCO1)S(=O)(=O)c1ccc(C(=O)Nc2ccc([N+](=O)[O-])cc2)cc1 (centres undefined) | 0 | -4 | 1 | 0 | -3 | -5 | -4 | -1 | -6
Cc1ccc(C)c(OCCn2cc(/C=C(\C#N)C(=O)NCc3cccs3)c3ccccc32)c1 | -4 | -16 | -15 | -10 | -10 | 3 | -12 | 8 | -7
CCN(CC(=O)Nc1ccc(OC)cc1)C(=O)c1cc(-c2cccs2)nn1-c1ccccc1 | 2 | 0 | -4 | -5 | 5 | 13 | 3 | 8 | 1
O=C(CSc1ncnc2c1oc1ccccc12)NCC1CCCO1 (centres undefined) | -1 | 8 | 26 | 3 | 7 | 0 | 4 | 2 | 2
CCc1ccc(NC(=O)CN2C(=O)C(=O)N(Cc3ccccc3)C2=O)cc1 | 14 | x | -8 | x | x | 5 | -5 | -1 | 0
C=CCNC(=O)NC(=O)CN1C(=O)NC(c2ccccc2)(c2ccccc2)C1=O | -7 | -1 | -12 | 0 | 9 | 2 | -1 | 6 | -2
Cn1c(=NC(=O)CS(=O)(=O)c2ccccc2)sc2ccccc21 | -17 | 2 | -15 | 6 | 5 | 9 | -1 | -2 | -3
Cc1ccc(S(=O)(=O)Nc2nc3ccccc3nc2NCC2CCCO2)cc1C (centres undefined) | -2 | 4 | 4 | 14 | 2 | 3 | 11 | 10 | 3
COc1ccc(C(=O)Nc2cccc(OC)c2)cc1 | -10 | 5 | 0 | 0 | -7 | -1 | -1 | -12 | 1
Cc1csc(C(C#N)C(=O)c2ccncc2)n1 (centres undefined) | 4 | 6 | -6 | 4 | -3 | 6 | 0 | -5 | 0
COc1ccc(C(=O)NC2CCN(C(=S)Nc3cccc(C)c3)CC2)cc1 | -11 | -1 | 4 | -2 | 5 | -1 | -9 | -11 | -1
O=C(Nc1ccc(F)cc1)c1cccnc1Oc1ccccc1 | -7 | 3 | 7 | 2 | -2 | 2 | 4 | 1 | 4
CCN(CC)C(=O)C1CCN(Cc2ccc(Br)cc2)CC1 | 0 | 6 | 17 | -2 | -2 | 2 | 5 | 6 | 3
O=C(CC1(O)C(=O)Nc2cc(Cl)cc(Cl)c21)c1ccncc1 (centres undefined) | 3 | 6 | 7 | -1 | 3 | -2 | 4 | 7 | 1
O=C(NCc1ccccn1)C(=O)NCC1OCCN1S(=O)(=O)c1ccc(F)cc1 (centres undefined) | 4 | 0 | -2 | -5 | -3 | 6 | 4 | 9 | 0
O=C(Nc1ccc(SC(F)F)cc1)C1=CC=CN2CCS(=O)(=O)N=C12 | 1 | -9 | 4 | -1 | 19 | 4 | 0 | x | -1
COc1ccc(-c2nc3ccccc3o2)cc1NC(=O)c1ccc(Br)o1 | 16 | -7 | 2 | -8 | -4 | 2 | -9 | 8 | -2
CCOC(=O)C1CCN(C(=O)c2cn(CCOC)c(=O)c3c2c2ccccc2n3C)CC1 | 10 | -2 | 5 | 2 | 5 | 5 | -1 | 10 | 0
CC(C)(C)[C@H]1COC(=O)[C@H](NC(=O)OCC2c3ccccc3-c3ccccc32)C/C=C\C[C@@H](CC(=O)N[C@H](CO)Cc2ccccc2)C(=O)N1 | x | -3 | 26 | 16 | 1 | 4 | x | x | x
O=C(Nn1c(=O)[nH]c2ccsc2c1=O)c1ccccc1 | 1 | 4 | 15 | 0 | 0 | 1 | 1 | 3 | 6
CCOC(=O)CN1C(=O)N[C@@H](c2cccc(C(F)(F)F)c2)[C@@H](C(=O)OC)[C@H]1C | -6 | 9 | 1 | 11 | 4 | -3 | -7 | 4 | -3
C[C@H](NC(=O)c1ccccc1)C(=O)N1CCC2(CC1)NCCc1[nH]cnc12 | 3 | 2 | -2 | 1 | 0 | 5 | -8 | 0 | 0
CCOc1ccccc1OCC(=O)Nc1cccc(S(=O)(=O)N2CCCCCC2)c1 | 4 | -2 | 12 | 3 | -3 | -2 | -6 | -13 | -2
Cc1ccccc1SCc1noc(C(=O)NC(C)C)c1C(=O)O | -8 | -4 | -4 | 16 | 5 | 0 | 3 | -7 | 2
O=C(c1cc(-c2ccc(Cl)cc2)on1)N1CCOCC1 | 0 | 2 | 11 | -3 | 1 | 4 | 7 | 11 | 1
O=C1CSC(c2ccccc2)N1c1ccc(F)cc1F (centres undefined) | -18 | 4 | -7 | 9 | 15 | 2 | -1 | -8 | -3
CCN(CC)C(=O)Cn1c(=O)n(CCCCCC(=O)Nc2ccccc2)c(=O)c2sccc21 | -6 | 2 | 7 | -5 | 2 | 0 | 8 | 1 | 4
COC(C/C=C/C(=O)[C@@H](C)OCc1ccccc1)OC | 23 | -5 | 7 | -8 | 2 | 6 | -6 | -2 | 1
Cn1nnnc1SCC(=O)Nc1ccc(C(=O)N2CCN(Cc3ccccc3F)CC2)cc1 | 12 | 1 | 3 | -2 | 6 | 3 | 5 | x | 3
O=C(NCc1ccccn1)C(=O)NCC1OCCN1C(=O)c1ccc(Cl)cc1 (centres undefined) | -16 | 4 | 11 | -5 | -5 | 1 | 7 | 1 | -1
O=C(Nn1c(-c2ccncc2)nc2ccccc2c1=O)c1ccc([N+](=O)[O-])cc1Cl | -2 | 6 | -4 | -1 | 1 | 0 | 3 | 12 | 0
CCC(=O)N[C@@H]1CC(C(C)(C)NC(=O)CC)CC=C1C (some centres undefined) | -14 | 13 | 11 | 0 | 2 | 1 | 5 | -13 | 3
CC1CCC(NC(=O)c2ccc3c(c2)S(=O)(=O)c2ccccc2C3=O)CC1 (centres undefined) | 9 | 9 | 10 | 5 | 8 | 7 | -2 | 14 | -2
CCCCCn1c(=N)c(S(=O)(=O)c2ccc(Cl)cc2)cc2c(=O)n3cccc(C)c3nc21 | 2 | -3 | 16 | 2 | -2 | 5 | -4 | 0 | -6
CCOC(=O)c1c(NC(=O)C2CCCO2)sc(C(N)=O)c1C (centres undefined) | 7 | 4 | 5 | -1 | 1 | -4 | -7 | -6 | -3
CC(NC(=O)c1ccc(Br)o1)c1ccccc1 (centres undefined) | -1 | 4 | -1 | 1 | 3 | 4 | 5 | -10 | 0
CCOC(=O)c1c(C)oc2c1c(C(c1ccncc1)N1CCOCC1)c(O)c1ccccc12 (centres undefined) | 18 | x | 9 | x | x | 9 | -2 | 5 | 1
COc1ccc2ccccc2c1CNC(=O)CC1C(=O)NCCN1CC(C)(C)C (centres undefined) | -6 | 1 | 6 | 5 | 9 | 2 | 1 | -4 | 0
Cc1ccc(N2C(=O)CCC2=O)c(C)c1 | -6 | -3 | 5 | 2 | 1 | 1 | -4 | 4 | 1
O=S(=O)(c1cnccc1N1CCN(/N=C/c2ccccc2)CC1)N1CCCCC1 | -10 | -8 | 43 | 5 | 9 | 3 | 3 | -1 | -1
CCOC(=O)c1cc(C)sc1NC(=O)CSC1=NCCS1 | 6 | -5 | -3 | 6 | -3 | 12 | 6 | 8 | 3
CC(C)CCNC(=O)C1CCC(CNc2c(N3CCCC3)c(=O)c2=O)CC1 (centres undefined) | 12 | 2 | -7 | -9 | 2 | 1 | 3 | -9 | 2
CC(=O)c1cccc(NC(=S)NC(=O)c2cccc(C)c2)c1 | -4 | -4 | 0 | -4 | 0 | 5 | 7 | 0 | 1
Cc1ccccc1/C=C\c1nc2ccccc2c(=O)[nH]1 | -11 | 5 | -3 | 8 | -1 | -4 | 1 | -7 | -2
CC(C)c1ccc(NC(=O)C2CC(=O)Nc3nc4ccccc4n32)cc1 (centres undefined) | 11 | -5 | -2 | -10 | -2 | 4 | 2 | 10 | 0
CCCc1nc2ccccc2n1CCOc1ccccc1 | 0 | 2 | 14 | -2 | 7 | 6 | 5 | -2 | 0
CC(C)(C)OC(=O)NCCc1nnc(SCc2c(Cl)cccc2Cl)o1 | -2 | -1 | -11 | -6 | 1 | 7 | 9 | 2 | 2
O=C(NCc1ccccc1)C1c2ccccc2Oc2ccccc21 | 8 | -2 | -2 | -5 | 2 | 4 | 1 | -1 | -3
COc1ccc(-c2nc3ccccc3o2)cc1OC | 20 | 6 | -13 | -1 | 5 | 0 | 0 | 9 | 3
CCCCc1cc(=O)oc2cc(OCc3cc(OC)c(OC)c(OC)c3)c(Cl)cc12 | 19 | 3 | 6 | -1 | 2 | 2 | 20 | 6 | 16*
COc1ccc(Nc2nc(NCCN3CCOCC3)nc(Nc3ccc(OC)cc3)n2)cc1 | -21 | 2 | 37 | 0 | 2 | 3 | -2 | -9 | -1
Cc1cc(OCC(=O)Nc2ccc(N3CCN(C)CC3)cc2)ccc1Cl | -9 | -3 | 70* | -5 | -4 | 8 | 10 | 4 | 0
COc1cc2c(cc1OC)CN(C(=O)c1cc(S(=O)(=O)N3CCOCC3)c(Cl)cc1Cl)CC2 | -7 | 7 | 6 | 7 | 4 | 1 | 4 | -8 | -2
O=C1c2ccccc2NC(c2ccco2)N1O (centres undefined) | 12 | 2 | 4 | 2 | 4 | 7 | 5 | 8 | 2
O=C(COC(=O)C1CC1)Nc1ccc(OC(F)F)cc1 | -5 | 9 | 3 | 55* | 1 | 13 | 0 | 6 | 1
CSc1ccc(OC2CCCCC2NS(=O)(=O)c2ccccc2)cc1 (centres undefined) | 9 | 5 | 1 | -5 | 3 | 17 | -7 | -3 | -8
Oc1ccc2ccccc2c1N=Nc1ccccn1 | -13 | 5 | 35 | 9 | 2 | 14 | 1 | 3 | 4
COc1ccc(C)cc1S(=O)(=O)N1CC(C)OC(C)C1 (centres undefined) | 4 | 3 | -1 | -3 | 0 | 3 | 1 | 12 | 0
CCOC(=O)c1c(NC(=O)CSc2nc3nc(C)cc(C)n3n2)sc(CC)c1C | 7 | 13 | 4 | -10 | -3 | 7 | 4 | 3 | -4

Assay outcomes: PubChem, The Scripps Research Institute Molecular Screening Center
